# Source: PubChem BioAssay
# PKA-R1A act = PKA-R1A complex activation | P00514+P68181 | PKA-R1A dissociation, Cy5-IP20 fluorescence polarization; scaled: DMSO 0%, 113 µM cGMP 100% | activation, % at 11.4 µM | hit rate 0.083% among 340,000 | AID 504707;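 active = percent activation above the mean of all tested compounds plus 3 SD, cut at about 19% in these data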;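 note: higher means more PKAc released from R1A so a rise in polarization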
# MOR-DOR inv ag = inverse agonist of human OPRM1-OPRD1 heterodimerization; cell-based MOR-DOR heterodimer luminescence, inverse agonism; inhibition, % at 9.3 µM; P35372+P41143; hit rate 0.21% among 340,000; in the data active = inhibition above about 22%, passing the limit was not always enough;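 note: 0% = cells with DMSO and 100% = wells without cells with DMSO; values of inactives mirror those of a sister screen read the other way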
# Target sequence (P35372 whole entry, looked up): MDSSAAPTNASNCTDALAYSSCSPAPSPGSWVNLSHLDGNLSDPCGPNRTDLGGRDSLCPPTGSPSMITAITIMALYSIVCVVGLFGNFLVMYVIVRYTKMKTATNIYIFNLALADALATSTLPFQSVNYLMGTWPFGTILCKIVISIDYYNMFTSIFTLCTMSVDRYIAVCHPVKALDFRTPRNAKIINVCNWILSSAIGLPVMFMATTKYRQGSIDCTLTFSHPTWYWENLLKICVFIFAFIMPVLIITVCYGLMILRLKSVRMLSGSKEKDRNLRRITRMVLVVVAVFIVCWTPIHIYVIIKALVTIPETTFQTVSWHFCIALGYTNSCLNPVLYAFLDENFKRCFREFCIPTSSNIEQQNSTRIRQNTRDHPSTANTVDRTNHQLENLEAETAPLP
# Target sequence (P41143 whole entry, looked up): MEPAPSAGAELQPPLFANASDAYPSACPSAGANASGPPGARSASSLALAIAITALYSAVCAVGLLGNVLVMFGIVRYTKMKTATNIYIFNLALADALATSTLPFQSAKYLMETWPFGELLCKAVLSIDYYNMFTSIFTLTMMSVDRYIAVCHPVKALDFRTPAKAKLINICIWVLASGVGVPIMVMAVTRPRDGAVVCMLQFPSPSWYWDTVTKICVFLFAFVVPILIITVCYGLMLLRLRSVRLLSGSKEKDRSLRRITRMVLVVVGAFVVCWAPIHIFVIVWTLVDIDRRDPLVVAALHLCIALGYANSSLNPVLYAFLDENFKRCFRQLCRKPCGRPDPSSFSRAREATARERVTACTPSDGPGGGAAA
# MOR-DOR ag = agonists of human mu-delta opioid receptor heterodimerization; hit rate 0.3% among 340,000; activation, % at 9.3 µM; P35372+P41143; cells, OPRM1-OPRD1 heterodimerization, luminescence; AID 504326; in the data active = activation above about 18%;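 note: 0% = vehicle-treated cells and 100% = reference agonist; values of inactives mirror those of a sister screen read the other way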
# Tat export inh = E. coli Tat transport inhibition. E. coli MC4100 TorA-mCherry Tat export, fluorescence. inhibition, % at 10 µM. hit rate 0.036% among 340,000;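 active = mean replicate inhibition at least 50% and at least half of replicates individually reaching 50%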;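 note: exported cargo escapes ClpAP degradation while cytoplasmic cargo is degraded and loses fluorescence; 0% = median of neutral control wells and 100% = median of NaSCN control wells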
# AddAB inh = less growth of phage-infected E. coli with AddAB; inhibition, % at 11.9 µM; hit rate 0.29% among 330,000; E. coli expressing H. pylori AddAB, absorbance growth; in the data active = inhibition above about 12%;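 note: 0% = vehicle wells of infected cells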
# SUMO Mot1 rescue = inhibitors of SUMOylation pathway: yeast Mot1-301 growth rescue; hit rate 1% among 320,000; growth rescue, % at 18.8 µM; S. cerevisiae Mot1-301 growth rescue, ATP luminescence, 38.5C; percent above DMSO median, 100 means doubled; AID 2716;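 active = every valid replicate shows activation above 250% relative to neutral control wells; inactive = the rest, any valid replicate at or below 250%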;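 note: OY570 slx delta 5 strain wells were the positive control but not used for scaling; some compounds called inactive have numbers as strong as hits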
# phage Ecoli inh = E. coli growth loss with phage present; growth absorbance; inhibition, % at 11.9 µM; hit rate 0.26% among 360,000; in the data active = inhibition above about 11%
# PfHsp90 yeast 2 = reduces growth (ATP signal) of yeast expressing P. falciparum Hsp90. S. cerevisiae expressing PfHsp90, BacTiter-Glo ATP, 48 h; yeast lacking PDR1 and PDR3 efflux regulators. inhibition, % at 9.4 µM. hit rate 0.32% among 310,000. AID 504621;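 active = every replicate shows inhibition above about 80%, whatever the replicate mean, limit read from the data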;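 note: 0% = DMSO neutral controls and 100% = 20 µM radicicol positive controls; yeast relying on Plasmodium falciparum Hsp90 in place of its own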
# E coli growth = reduces bacterial viability in AddAB counter-screen | E. coli V3065 growth, OD600 absorbance, 18 h | inhibition, % at 11.9 µM | hit rate 0.27% among 330,000;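 active = inhibition above the campaign's mean inhibition across all tested compounds plus 3 SD, cut at about 9.9% in these data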;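 note: uninfected addAB+ strain grown without phage in ampicillin broth; 0% = DMSO wells and 100% = ciprofloxacin 0.95 µg/ml wells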
# HTR5A inv ag = HTR5A inverse agonism, opioid heterodimer counter-screen; inhibition, % at 9.3 µM; HTR5A cell line, luminescence; AID 504634; hit rate 0.083% among 340,000; in the data active = inhibition mostly above about 23%, no sharp cut-off; inactive = mostly below about 18%;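 note: 0% = cells with DMSO and 100% = no-cell wells with DMSO; some compounds called inactive have numbers as strong as hits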
# PKA-R2B act = activators of human PKA-R2B complex | activation, % at 11.4 µM | P22694+P31323 | PKA-R2B holoenzyme dissociation, Cy5-IP20 fluorescence polarization; R2B truncated from residue 108, S112A mutant; 0% DMSO only, 100% 113 µM cGMP | hit rate 0.079% among 340,000 | AID 504700;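 active = activation above a cutoff set at the mean over all compounds plus 3 SD, cut at about 18% in these data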;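 note: higher means more holoenzyme dissociation and a rise in polarization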
# Starred values were filed as active, the others as inactive; nt = not tested or not shown.
# Second line of a record – PKA-R1A act	MOR-DOR inv ag	MOR-DOR ag	Tat export inh	AddAB inh	SUMO Mot1 rescue	phage Ecoli inh	PfHsp90 yeast 2	E coli growth	HTR5A inv ag	PKA-R2B act
1. CSc1nc(Cl)c(Cc2ccc(OC(C)C)cc2)c(N(C)C)n1
    2.6	-9.9	1.6	-10.2	1.8	11.9	2.0	-2.5	-1.5	-0.1	-7.7
2. CCCNC(=O)COc1ccc(-c2nn(C)c(=O)c3ccccc23)cc1
    3.1	6.3	-1.3	-4.7	-1.4	109.7	1.1	19.2	-0.8	-24.1	-2.2
3. O=C(c1ccco1)N1CCN(C(=O)C(Sc2ccccc2)c2ccccc2)CC1 (centres undefined)
    -3.6	14.6	-2.6	7.6	3.3	5.3	1.5	-11.7	1.2	-23.8	-3.3
4. COC(=O)CCC(=O)OC1(C)C(=O)C=C2C=C(C3CC3)N(Cc3ccccc3)C=C2C1=O (centres undefined)
    5.0	-23.3	4.3	-2.7	1.1	1.4	2.2	5.9	1.2	-13.3	-6.0
5. C/C(N)=C(/C#N)C(=O)CSc1nnc(Nc2ccccc2C)s1
    -5.4	16.8	-3.4	-1.1	1.7	1.3	3.2	nt	-0.2	6.0	-3.4
6. CCOC(=O)C1CCCN(S(=O)(=O)c2ccc3ccccc3c2)C1 (centres undefined)
    0.1	-5.4	1.0	1.0	1.0	-3.9	nt	-27.3	3.8	6.6	3.8
7. COc1ccc(CC(=O)NCCS(=O)(=O)N2CCN(c3ccccc3OC)CC2)cc1
    -4.9	4.3	-0.8	13.1	1.3	1.2	2.4	nt	0.5	-14.5	-13.7
8. CCOC(=O)NC(=O)/C(C#N)=N/Nc1c(F)cccc1F
    2.8	21.5	-4.3	-3.7	4.2	-4.7	2.3	-8.5	0.9	1.6	-8.5
9. O=C(CSc1nnc(-c2cccnc2)n1Cc1ccco1)c1ccc(Cl)cc1
    -2.7	9.1	-1.8	12.2	-1.2	-9.7	2.8	19.7	-1.7	9.5	-17.8
10. COc1cc2c(cc1OC)C(COc1ccc([N+](=O)[O-])cc1)NCC2 (centres undefined)
    -14.1	15.7	-2.9	-0.9	2.5	30.6	2.0	0.3	0.2	11.1	-3.7
11. Cc1ccc(S(=O)(=O)N/N=C/c2cnn(C)c2C)cc1
    -2.1	10.7	-2.4	-7.8	3.5	1.0	0.7	-14.2	1.3	9.5	-0.3
12. COc1ccc(CCNC(=O)c2nn(C)cc2Cl)cc1
    5.3	8.5	-1.5	-2.2	1.7	4.6	-1.8	21.3	4.4	13.1	0.8
13. Cc1ccc(NC(=O)COCC(=O)Nc2ccc(C)cc2)cc1
    -9.3	5.4	-1.2	-6.0	3.2	-3.2	2.5	-7.9	-1.4	-4.2	-5.0
14. O=[N+]([O-])c1cn(Cc2ccc(Cl)cc2)cn1
    -5.8	14.9	-2.6	-4.9	-1.9	2.8	0.5	-24.0	-1.3	-18.3	-1.1
15. COc1ccc(S(=O)(=O)N(C)CC(=O)Nc2ccc3c(c2)OCO3)cc1OC
    3.3	3.9	-0.7	3.6	-2.2	4.4	4.4	-22.0	-0.9	-11.2	4.6
16. O=C1NCCN(CC2CCN(CC3CCCC3)CC2)C1=O
    -6.0	3.4	-0.7	8.7	nt	nt	2.8	4.4	nt	15.1	-5.5
17. O=C(NCCN1CCCCC1)/C(=N\O)c1ccccc1
    -2.2	2.7	-0.5	-4.1	-0.1	10.7	0.0	-5.6	1.9	-16.3	-11.3
18. CCCCCCc1ccc(OCC(=O)O)cc1OCC(=O)O
    0.2	8.0	-1.5	-4.7	0.1	8.6	2.2	-7.3	-0.9	-1.9	-8.6
19. CC(C)(C)C(=O)NNC(=O)c1cc2sccc2s1
    -12.9	16.3	-3.3	22.0	3.2	9.2	0.9	-0.2	1.9	7.5	0.4
20. COc1ccc(N2CCN(C(=O)[C@@H](NC(=O)c3ccccc3Cl)C(C)C)CC2)cc1
    -8.1	10.6	-2.0	-1.3	2.9	38.4	-3.0	-26.3	-1.6	-8.3	-0.5
21. COc1ccc(CNC(=O)CC2C[C@H](C(=O)N(C(C)C)C(C)C)[C@@]3(C)c4[nH]c5ccccc5c4CCN3C2=O)cc1OC (some centres undefined)
    -4.8	5.9	-1.3	4.1	0.3	-3.5	0.9	23.4	-4.8	10.3	3.4
22. COc1cc(/C=N/NC(=O)C23CC4CC(CC(C4)C2)C3)cc(Br)c1O
    1.8	10.8	-2.0	8.7	2.7	-8.8	5.4	-12.9	-0.4	10.3	-0.6
23. O=C(NCCCN1CCCC1)c1ccc(CSCc2cccc(Cl)c2)o1
    -3.0	4.2	-0.8	-4.9	1.0	-3.8	2.8	nt	-0.2	20.6	-18.7
24. COc1ccc(C(=O)Nc2cc([N+](=O)[O-])ccc2N2CCN(C)CC2)cc1
    -13.1	-0.8	0.2	-13.3	0.8	10.2	3.1	-5.2	0.5	-5.5	-5.3
25. O=S(=O)(Nc1nccs1)c1cnc(Cl)c(Br)c1
    -0.8	-4.3	0.8	12.0	-0.5	217.8	2.0	14.2	1.0	4.8	5.5
26. O=C(NNC(=O)c1ccc(NC(=O)c2ccccc2)cc1)c1ccccc1
    nt	nt	nt	1.4	0.2	19.9	2.0	-25.2	-0.2	nt	nt
27. COc1ccc(CCNC(=O)c2sc3ccccc3c2Cl)cc1OC
    -8.6	10.0	-1.9	10.7	2.2	2.5	3.5	-17.2	2.2	-12.7	-3.8
28. CCc1nc2ccccc2n1Cc1ccccc1F
    7.7	5.2	-1.0	-0.6	-0.7	-12.4	0.2	-3.4	-0.3	-11.7	-4.0
29. CC(C)c1ccc(S(=O)(=O)c2n[nH]n3c2nc(=O)c2ccccc23)cc1
    -7.3	8.2	-1.4	4.5	-0.2	97.5	0.4	-45.3	1.5	1.0	1.5
30. CCOC(=O)c1cc2c(=O)n3cccc(C)c3nc2n(CCCOC)c1=NC(=O)c1cccnc1
    -7.6	10.9	-2.1	0.2	2.6	11.3	3.0	2.5	-1.0	-15.3	-1.1
31. Cc1ccc(S(=O)(=O)Cc2c(C)noc2C)cc1
    -2.6	12.8	-2.4	9.8	3.0	693.8	2.4	-4.1	0.0	-28.6	1.9
32. O=C(OCC(=O)N1CCN(C(=O)c2ccco2)CC1)c1sc2cc(F)ccc2c1Cl
    0.7	12.2	-2.0	-6.0	1.0	2.9	1.3	40.3	-0.1	-19.0	8.3
33. Cc1ccc(S(=O)(=O)N2CCOCC2)cc1NC(=O)CSc1nccn1C
    0.9	6.5	-1.1	-16.2	3.2	8.5	1.2	-0.1	-0.3	-0.8	6.4
34. Cc1cc(OCC(=O)Nc2nnc(C3CC3)s2)ccc1[N+](=O)[O-]
    -5.6	-4.6	0.9	-5.5	-0.4	-0.7	4.0	3.2	0.8	3.1	-1.2
35. CN1N=C(C(=O)N2CCN(c3ccc([N+](=O)[O-])cc3)CC2)CCC1=O
    5.7	2.0	-0.4	-4.5	2.9	-10.1	1.8	-6.1	-1.4	0.9	-1.8
36. Cc1cc(Br)cc(C)c1NC(=O)c1ccc(C#N)cc1F
    -3.8	-4.8	0.9	-5.9	0.0	40.5	1.4	11.0	2.1	-6.3	-3.8
37. NC(=O)c1ccsc1NC(=O)c1ccc(S(=O)(=O)N2CCCC2)cc1
    -21.2	12.7	-2.5	-6.5	2.1	-1.7	2.4	9.5	2.4	-27.9	1.2
38. CC(=O)N1CCN(c2ccc(Nc3nc(C)nc4c3oc3ccccc34)cc2)CC1
    -1.2	-8.6	1.7	-8.3	2.0	-4.4	2.3	7.2	-2.1	-12.1	-3.0
39. COc1ccccc1CN1CCc2c([nH]c3ccccc23)C1
    -17.4	-1.0	0.2	2.7	3.1	-33.1	2.4	8.2	-0.9	-0.8	-13.0
40. COc1cccc(Nc2nnc(SCC(=O)Nc3sccc3C(N)=O)s2)c1
    -3.8	4.5	-0.9	-1.9	3.2	11.5	2.2	3.7	4.6	-1.1	-5.2
41. CCCOc1ccc(/C=N/NC(=O)c2nnn(-c3nonc3N)c2-c2cccs2)cc1OC
    -19.2	11.8	-2.3	-7.5	0.7	-9.4	-1.9	11.7	-3.5	-6.3	-9.9
42. Cc1cccc(-c2cc3nc(-c4ccccc4)cc(N4CCC5(CC4)OCCO5)n3n2)c1
    10.0	-3.7	0.9	9.7	1.6	-9.0	3.0	1.3	-1.3	10.4	6.1
43. FC(F)(F)c1cccc(N2CCN(C(=S)NC3CCCCC3)CC2)c1
    -6.6	-33.5	6.5	6.4	-0.7	6.3	2.0	17.0	1.6	-6.7	-17.6
44. COc1cccc(-c2c[nH]c(=O)[nH]c2=O)c1
    -1.9	7.6	-1.5	4.3	-0.8	1.7	1.9	13.7	0.2	19.8	10.4
45. O=C(NCC1(N2CCCCC2)CCCCC1)c1ccc(NS(=O)(=O)c2ccc(F)cc2)cc1
    3.9	6.7	-1.3	-8.7	0.2	-14.1	0.9	10.4	3.1	0.2	-5.1
46. COc1ccc(CN(C)C(=O)c2ccc(NS(=O)(=O)c3ccc(F)cc3)cc2)c(OC)c1OC
    0.6	11.7	-2.3	2.5	-0.1	-10.1	1.5	-1.1	-2.2	-0.6	-5.4
47. O=C1N=C(N2CCCCC2)SC1=C1CCCC1
    0.5	-8.4	1.6	-2.3	1.1	-11.3	4.8	5.7	-0.8	-23.7	-0.9
48. Cc1cc(NS(=O)(=O)c2ccc(CC(C)C)cc2)no1
    -6.3	9.1	-1.7	6.0	2.8	32.6	2.3	-1.7	0.2	-38.1	3.5
49. COc1cc(NS(=O)(=O)c2ccc(F)cc2)c(C(=O)O)cc1OC
    -2.8	2.9	-0.5	-2.7	1.1	112.5	2.0	-2.8	-4.6	4.1	2.8
50. CC(=O)Nc1ccc(NC(=O)CN(c2ccc([N+](=O)[O-])cc2)S(=O)(=O)c2ccccc2)cc1
    -3.2	-18.7	3.7	7.9	2.1	-4.6	3.7	3.0	-0.4	-0.9	-2.7
51. CCC(NS(=O)(=O)c1cn(C)nc1C)c1ccccc1 (centres undefined)
    -0.8	8.2	-1.6	-1.9	0.0	-1.7	4.9	4.3	1.5	-0.9	-0.6
52. COc1ccc(CNc2ncc(-c3ccccc3)n2C)c(OC)c1OC
    4.2	11.4	-2.3	-1.6	1.8	14.7	-0.5	18.0	1.5	-13.6	-6.9
53. O=C(CSc1nc2ccccc2o1)N1c2ccccc2Sc2ccccc21
    -4.2	-0.1	0.0	-3.7	3.1	-5.8	1.5	-21.1	0.9	-12.8	-0.1
54. CCCCCOc1ccc(N2C(=O)C3C4C=CC(C3C2=O)N(C)C4=O)cc1 (centres undefined)
    8.2	16.4	-3.0	-2.9	4.8	-4.9	2.7	-39.4	-1.5	-10.3	-2.9
55. Cc1cccc(C)c1NC(=O)CCCSc1nnc(-c2ccc(Cl)cc2)n1-c1ccccc1
    -3.1	10.0	-1.9	1.6	1.4	10.7	3.8	-19.3	-1.1	5.4	-11.9
